Screening data as filed in PubChem BioAssay.
TNF necrop inh = blocks TNF-alpha induced death of Jurkat FADD-/- cells | Jurkat FADD-/- TNF necroptosis rescue, ATP luminescence, 24 h; 0 = TNF only, 100 = no-TNF cells | activation (protection from cell death), % at 10 µM | 220,000 tested, 0.068% active;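 active = activation, meaning protection from cell death, of at least 50% relative to plate controls; inactive = activation below 50%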;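 note: necroptosis triggered by 40 ng/mL TNF-alpha added together with compound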
eIF4E-4G inh = blocks eIF4E binding to eIF4G. P63073+Q04637. TR-FRET eIF4E-eIF4GI(517-606) binding, 2 h. inhibition, % at 21.7 µM. 220,000 tested, 0.37% active. AID 782;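 active = inhibition above about 30%, limit read from the data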;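 note: 0% = full FRET control wells and 100% = background wells lacking eIF4GI fragment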
Calpain2 inh = calpain II (pig) inhibition | 220,000 tested, 0.37% active | purified calpain II, fluorogenic peptide substrate, 30 min | inhibition, % at 16 µM;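 active = inhibition above about 50%, limit read from the data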
zVAD death inh = L929 zVAD cell death inhibition | L929 zVAD necroptosis rescue, ATP luminescence, 24 h; with zVAD 60 µM | viability rescue, % at 10 µM | 220,000 tested, 0.38% active;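 active = activation, scaled between plate controls, above about 75%, limit read from the data; inactive = activation under that limit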;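 note: 0% = zVAD with DMSO and 100% = DMSO alone without zVAD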
Rad51 HR inh = blocks human Rad51 in homologous recombination | hRad51 DNA strand exchange, fluorescence dequenching | inhibition, % at 10 µM | 200,000 tested, 0.085% active;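 active = inhibition above 40% at the single screening dose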;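 note: 0% = DMSO control wells and 100% = blanks with heterologous ssDNA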
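material = hRad51 filaments on single-stranded DNA | timing = filaments 15 min 37 °C, then compound 30 min | signal = FRET fluorescence dequenching, excitation 485 nm, emission 520 nm | benchmarks = control wells and blank wells on each plate | evaluation = percent inhibition relative to plate controls and blanks | compound = 10 µM final, single point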
EBV gp42 block = blocks Epstein-Barr virus glycoprotein 42 binding; 220,000 tested, 0.42% active; Fluorescence polarization binding assay, mP read-out; Q1HVG2; AID 1085; inhibition, % (tested at 21.74 µM); in the data active = inhibition above about 50%
Mdm2 ligase inh = inhibitors of human Mdm2 E3 ubiquitin ligase; Q00987; cell-based MDM2 ubiquitination luciferase reporter, 2 h; 0 = plate control, 100 = twice control, blank-subtracted; signal enhancement, % at 5 µM; 210,000 tested, 0.11% active;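 active = signal enhancement of 30% or more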;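 note: luminescence tracks abundance of the self-degrading MDM2-luciferase fusion protein; higher signal means inhibition of MDM2 E3 ligase activity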
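Test system: mammalian cells stably expressing self-ubiquitinating, self-degrading MDM2 E3–luciferase fusion; Amount: 2000 cells in each well; Medium: DMEM; Schedule: 4 h settle plus 2 h compound, 37 °C; Technique: SteadyLite luciferase luminescence after 15 min room-temperature reagent incubation; Benchmarks: plate control and blank wells.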
PERK inh = inhibitors of human PERK kinase. Q9NZJ5. AID 1416. 220,000 tested, 0.17% active. CHO PERK-DD fusion, SEAP luminescence translation reporter. inhibition, % at 5.6 µM;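 active = inhibition above the mean inhibition of all tested compounds plus 3 SD, set separately per screening campaign, cut at about 2.9% in these data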;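 note: PERK kinase domain activated by AP20187 dimerizer at 100 nM; 0% = DMSO with dimerizer and 100% = rapamycin at 8.4 µM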
Target sequence (Q9NZJ5 whole entry, looked up, the tested form may be a part): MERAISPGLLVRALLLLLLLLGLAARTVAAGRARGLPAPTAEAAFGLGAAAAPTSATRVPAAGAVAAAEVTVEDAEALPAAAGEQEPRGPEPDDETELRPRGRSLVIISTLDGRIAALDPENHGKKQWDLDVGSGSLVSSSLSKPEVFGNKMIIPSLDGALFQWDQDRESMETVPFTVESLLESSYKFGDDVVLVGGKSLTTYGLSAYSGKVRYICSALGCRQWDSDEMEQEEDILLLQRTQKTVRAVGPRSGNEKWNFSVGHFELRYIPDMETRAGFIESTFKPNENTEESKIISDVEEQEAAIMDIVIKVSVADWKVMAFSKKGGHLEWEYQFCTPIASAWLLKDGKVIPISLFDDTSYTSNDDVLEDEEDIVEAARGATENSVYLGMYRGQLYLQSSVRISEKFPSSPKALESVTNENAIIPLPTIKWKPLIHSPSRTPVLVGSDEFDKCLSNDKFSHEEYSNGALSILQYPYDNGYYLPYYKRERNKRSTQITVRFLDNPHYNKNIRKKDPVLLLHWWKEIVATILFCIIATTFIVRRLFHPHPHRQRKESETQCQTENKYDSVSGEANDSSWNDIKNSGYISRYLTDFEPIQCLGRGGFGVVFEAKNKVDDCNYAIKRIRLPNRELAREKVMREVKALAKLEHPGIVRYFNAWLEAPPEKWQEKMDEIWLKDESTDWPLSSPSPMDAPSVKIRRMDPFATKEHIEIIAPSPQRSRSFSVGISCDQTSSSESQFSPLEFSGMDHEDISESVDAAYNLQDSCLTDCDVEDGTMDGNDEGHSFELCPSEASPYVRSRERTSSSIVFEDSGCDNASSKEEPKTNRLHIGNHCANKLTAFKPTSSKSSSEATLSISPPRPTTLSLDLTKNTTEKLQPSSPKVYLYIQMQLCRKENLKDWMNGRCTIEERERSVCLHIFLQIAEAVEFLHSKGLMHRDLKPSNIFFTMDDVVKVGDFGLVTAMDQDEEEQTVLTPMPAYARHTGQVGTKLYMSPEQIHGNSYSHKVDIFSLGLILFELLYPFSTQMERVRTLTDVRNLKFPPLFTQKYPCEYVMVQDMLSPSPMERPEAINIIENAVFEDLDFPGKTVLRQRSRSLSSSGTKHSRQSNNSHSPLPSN
Cl transport mod = KCC2 (human) Cl- transport modulation | Q9H2X9 | KCC2 cells, thallium flux FluoZin-2 fluorescence | B-score of Tl+ flux slope (higher = more flux/activation; lower = inhibition) at 10 µM | 190,000 tested, 2.2% active;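 active = thallium flux slope and its plate-corrected score both differing from the plate sample mean at a set confidence after two filtering rounds, in either direction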;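 note: slope of fluorescence scaled to starting intensity during 10 to 20 s after thallium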
* = called active by the depositor; i = inactive; · = not tested or not shown; [ ] = another dose, or the depositor's remark. The order is random. Share with any hit: about 3.6%.

SMILES	TNF necrop inh	eIF4E-4G inh	Calpain2 inh	zVAD death inh	Rad51 HR inh	EBV gp42 block	Mdm2 ligase inh	PERK inh	Cl transport mod
COC(=O)Cc1cc(=O)[nH]c(/N=C(\N)Nc2ccc(C)cc2C)n1	-3.1	2	6	0.4	-3	7	-15	1.0	0.32
CCOC(=O)Cc1c(Cl)c2ccccc2[nH]c1=O	0.1	3	-5	0.2	12	-4	-29	1.4	0.39
Cc1cc(=O)[nH]c(N/N=C/c2ccc3c(c2)OCCO3)n1	-1.3	-4	17	1.4	16	2	-16	0.1	1.5
CCCCN1C(=O)CCC(C(=O)O)C1c1ccc(OC)cc1 (configuration not stated)	0.9	18	7	-0.1	1	-19	1	0.6	2.1
Nc1nc(-c2ccc3c(c2)CCCC3)cs1	-5.3	4	25	1.4	-3	2	-8	0.7	-1.3
CC(=O)Nc1ccc(S(=O)(=O)Nc2ccc3c(c2)OCCO3)cc1	-1.1	-3	28	0.2	·	-14	-15	-0.1	0.69
CN(C)c1ccc(NC2=C([N+](=O)[O-])CS(=O)(=O)C2)cc1	1.5	3	-14	0.1	-8	-11	-8	1.1	0.4
CC1=C(C(=O)Nc2cccnc2)C(c2ccc(C(C)C)cc2)n2ncnc2N1 (configuration not stated)	0.7	0	7	-0.8	-6	1	-23	-0.9	1.1
CC(C)(C)[C@@H]1C=C(C(=O)O)O[C@H](OCc2ccc(CO)cc2)C1	0.5	1	-14	0.0	-4	-7	·	1.2	0.52
O=C(CN1CCCCC1)Nc1ccccc1NC(=O)CN1CCCCC1	-1.9	-4	25	-0.6	-2	10	-14	-0.2	1.7
Cn1c(NC(=O)Cc2ccc(F)cc2)cc(=O)n(C)c1=O	1.6	5	9	1.0	2	-2	-18	-0.5	1.1
COc1ccc2c(CC(=O)OCC(=O)Nc3sc4c(c3C#N)CCC(C)C4)coc2c1 (configuration not stated)	0.5	0	-25	1.4	·	-24	·	0.4	-0.012
Cc1nn(-c2ccccc2)c(C)c1C(=O)NCc1cccs1	2.3	5	4	0.2	-7	-8	1	0.9	1
CCOC(=O)c1c(NC(=O)CSc2nc3ccccc3c(=O)n2-c2ccc(F)cc2)sc(C(C)=O)c1C	0.2	19	-23	·	-16	-47	1	0.8	-0.72
Cc1ccc(O)c(C(=O)c2cnc3c(c2)COc2ccccc2-3)c1	-0.8	0[fluorescence artefact?]	29	0.3	-10	-4	-6	-1.0	-2.4
CN(CC(=O)Nn1cnnc1)S(=O)(=O)c1ccc(Br)cc1	-0.7	8[fluorescence artefact?]	13	0.3	6	-22	2	0.0	-0.13
O=C(O)Cc1ccc(NC(=O)CCN2C(=O)c3ccc([N+](=O)[O-])cc3C2=O)cc1	-1.1	1	30	0.6	-3	-8	-3	0.2	0.43
CCCc1c(C)[nH]c2ccc(C(=O)O)cc2c1=S	2.6	3	0	1.0	·	-17	-12	2.1	1.4
COc1ccccc1N(Cc1ccccc1)S(=O)(=O)c1cc(C(=O)O)ccc1Cl	0.1	-2	-52	2.3	4	-5	0	1.6	-1.2
Fc1ccc(C2CCCN2Cc2nc(-c3cnccn3)no2)cc1 (configuration not stated)	0.0	1	-13	1.6	-3	-8	0	0.2	0.24
O=C(COC(=O)CCc1nc2ccccc2s1)Nc1ccc(Cl)cn1	-0.3	1	13	0.2	-7	-2	-23	0.8	-0.51
COc1ccc(C(=O)NC(C)c2nnc(SCc3ccc(Cl)c(Cl)c3)n2C)cc1 (configuration not stated)	-1.4	0	10	-0.1	6	-11	-17	0.1	·
CC(C)CC(c1nnnn1Cc1ccccc1)N1CCC(C(N)=O)CC1 (configuration not stated)	-2.0	5	-22	0.1	-2	-3	0	-0.2	0.8
C[N+]1(CCC(=O)c2ccccc2)CCCCC1	2.1	-1	13	·	·	-30	-8	-0.3	0.29
COc1cccc(C2=NOC(C(=O)Nc3cc(C)on3)C2)c1 (configuration not stated)	0.4	-1	9	0.0	-19	-12	·	0.6	1.1
Cc1cc2n(c(=O)c1C#N)CCCN2c1ccccc1	-1.0	3[fluorescence artefact?]	-8	0.2	-13	-11	1	0.3	0.019
COc1ccccc1Oc1ccc(-c2cnc3ccccc3n2)cc1[N+](=O)[O-]	-1.1	-1	1	73	2	10	-3	-1.2	0.43
COc1ccc(N2CCN(C(c3nnnn3C3CCCC3)C(C)C)CC2)cc1 (configuration not stated)	0.4	0	-16	1.4	-1	-1	3	0.0	0.12
CN(c1ccccc1)S(=O)(=O)c1cccc(C(=O)OCC(=O)NCc2ccc3c(c2)OCO3)c1	0.5	0	12	-0.3	-3	-2	-10	0.8	-0.071
C=CCNC(=O)c1scc2c1CCCC2	-1.3	-5	18	0.5	-8	-15	-21	0.8	0.094
CCn1c(=O)n(CC(=O)Nc2ccc(F)cc2)c(=O)c2ccccc21	2.4	-3	-25	3.4	-37	1	-2	0.1	1.3
C=CCNC(=O)c1onc(CSc2cccc(Cl)c2)c1C(=O)O	-1.5	-3[fluorescence artefact?]	-66	-0.2	5	-3	-7	1.0	-0.29
Cc1ccc(CNC(=O)C2(C)Oc3ccccc3NC2=O)cc1 (configuration not stated)	0.5	-4	0	-0.2	-1	-21	-16	2.2	·
COc1ccc(NC(=S)N/N=C/c2cccn2Cc2ccc(F)cc2)cc1	-1.7	2	4	0.2	-3	5	-8	0.8	-0.027
CCCCNC(=O)NS(=O)(=O)c1ccc(NS(=O)(=O)c2ccccc2)cc1	-0.1	1[fluorescence artefact?]	-16	1.1	-7	-10	-4	0.9	·
O=C(NCc1cccnc1)c1ccc(S(=O)(=O)N2CCCCCC2)cc1	0.8	0	3	4.0	2	4	9	1.5	-0.0052
Cn1cc(P(=O)(N2CCOCC2)N2CCOCC2)cc1P(=S)(N1CCOCC1)N1CCOCC1	0.1	0	3	0.0	-3	3	-21	-0.1	-1.4
CN(C)c1ccc(C(=O)c2ccccc2C(=O)O)c(O)c1	0.7	-4[fluorescence artefact?]	27	0.6	2	-19	-3	1.1	0.088
O=C(NCCC1=CCCCC1)C1CCN(Cc2cnn(-c3ccccc3)c2-n2cccc2)CC1	-1.2	-5	6	0.4	-2	-18	-6	0.0	0.42
COCCN=C1NN=C(c2ccc(C)c([N+](=O)[O-])c2)CS1	4.7	-7	-2	1.6	-7	-12	-19	-0.5	0.2

Taken from above (four entries):
SMILES	TNF necrop inh	eIF4E-4G inh	Calpain2 inh	zVAD death inh	Rad51 HR inh	EBV gp42 block	Mdm2 ligase inh	PERK inh	Cl transport mod
Cc1cc2n(c(=O)c1C#N)CCCN2c1ccccc1	-1.0	3[fluorescence artefact?]	-8	0.2	-13	-11	1	0.3	0.019
COc1ccccc1Oc1ccc(-c2cnc3ccccc3n2)cc1[N+](=O)[O-]	-1.1	-1	1	73	2	10	-3	-1.2	0.43
COc1ccc(N2CCN(C(c3nnnn3C3CCCC3)C(C)C)CC2)cc1 (configuration not stated)	0.4	0	-16	1.4	-1	-1	3	0.0	0.12
CN(c1ccccc1)S(=O)(=O)c1cccc(C(=O)OCC(=O)NCc2ccc3c(c2)OCO3)c1	0.5	0	12	-0.3	-3	-2	-10	0.8	-0.071

More entries follow.
SMILES	TNF necrop inh	eIF4E-4G inh	Calpain2 inh	zVAD death inh	Rad51 HR inh	EBV gp42 block	Mdm2 ligase inh	PERK inh	Cl transport mod
CC1CCC(NC(=O)CC(C)(C)Cc2nc3ccccc3c(=O)[nH]2)CC1 (configuration not stated)	-0.4	-2	0	-0.1	·	-11	-16	-1.1	0.06
CCNc1ccc(C(=O)O)cc1N	2.2	3[fluorescence artefact?]	-82	·	12	-9	-3	0.0	0.08
O=C(CSc1nc2ccccc2o1)Nc1ccc(N2CCOCC2)cc1	1.6	0	6	2.0	3	-2	-8	0.7	·
CCOc1cc(CNc2ccc(S(N)(=O)=O)cc2)ccc1OCC(=O)NC(C)(C)C	1.3	3	1	0.2	·	-5	-11	-0.2	1.6
CCCC1(C(=O)OCC)NC(c2ccc(N(C)C)cc2)C2C(=O)N(c3ccc4c(c3)OCCO4)C(=O)C21 (configuration not stated)	-1.1	0	-8	-0.2	5	-10	·	-0.5	-0.014
Cc1ccsc1/C=C/C(=O)O	-0.1	1	-14	2.8	-4	-13	0	-0.4	0.33
COc1ccc(OC)c(NC(=O)N2CCCC(C(=O)c3ccccc3OC)C2)c1 (configuration not stated)	0.2	-3	-33	0.1	-1	6	-3	-0.3	0.077
CC(C)OC(=O)CCC/C=C\C[C@@H]1[C@@H](CC[C@@H](O)CCc2ccccc2)[C@H](O)C[C@@H]1O	·	0	10	·	-12	-3	·	0.4	-1.8
O=C(C1CC1(c1ccccc1)c1ccccc1)N1CCOCC1 (configuration not stated)	-2.5	-9[fluorescence artefact?]	28	-0.4	9	-5	-12	-0.6	0.15
CC(=O)N(Cc1ccco1)C1(C(=O)NC2CCCC2)CCCCC1	0.9	2	19	0.1	8	0	-7	0.6	-0.075
CCCn1c(SCC(=O)Nc2cc(S(=O)(=O)N3CCOCC3)ccc2Cl)n[nH]c1=O	0.7	-5	-11	-0.1	0	-18	-16	1.3	0.074
Fc1ccc(-c2csc3nnc(SCc4cccnc4)n23)cc1	-1.7	3	26	0.7	-1	0	-24	-1.5	0.93
COc1ccccc1C(=O)Nc1nc2ccc(S(C)(=O)=O)cc2s1	-1.5	2	-29	0.7	-12	1	-2	0.1	0.48
CCOC(=O)CSC(CC)C(=O)Nc1nnc(CC)s1 (configuration not stated)	0.0	-1	16	0.8	0	-10	-13	-0.9	0.46
O=C(OCc1ccccc1)C1CCCN1C(=O)c1cccs1 (configuration not stated)	-4.0	4	10	-0.4	2	1	-24	0.7	-0.54
NS(=O)(=O)c1cccn1-c1ncc(C(F)(F)F)cc1Cl	-1.2	3[fluorescence artefact?]	2	-0.6	-7	3	-16	-1.6	·
COC(=O)c1sccc1NC(=S)N1CCC(C(N)=O)CC1	-0.1	2	21	0.6	1	-19	-2	-0.1	0.57
COc1cccc(N=c2oc3ccccc3cc2-c2nc3ccccc3[nH]2)c1	-3.4	-47[fluorescence artefact?]	-88	-0.8	0	-10	-16	-1.8	0.026
CCOC(=O)c1c(NC(=O)CSc2nnc(C)c(=O)[nH]2)sc(C)c1-c1ccc(C)cc1	-0.1	-7	-12	-0.8	-31	-9	·	1.3	-2.5
Cc1ccc(N(CC(=O)NN=C2CCN(C)CC2)S(=O)(=O)c2ccc(C)cc2)cc1	-1.2	2	3	0.1	9	-12	-4	0.6	-0.017
CCS(=O)(=O)c1ccc2c(c1)N(S(C)(=O)=O)CC(C(=O)NN)O2 (configuration not stated)	1.2	0	-23	3.1	1	2	-15	0.8	0.45
O=C(NCc1cccnc1)c1cc(-c2cccs2)on1	-3.2	-2	2	2.0	·	-12	1	-0.3	·
Cc1ccc(N2C(=O)CC(c3c[nH]c4ccccc34)C2=O)cc1 (configuration not stated)	18	0	47	1.3	-11	-8	-8	-0.1	0.5
COCCNC(=O)c1c(N)n(CCC2=CCCCC2)c2nc3ccccc3nc12	-0.5	15	i	0.8	-17	18	-6	-1.8	-0.02
CC(C)c1nnc(NC(=O)CSc2nc3ccccc3s2)s1	-1.6	0	-1	0.1	-3	-8	-40	1.3	-0.21
Cc1cc(NC(=O)CN2CCc3ccccc3C2)nc2c1c(=O)oc1ccccc12	1.0	1	4	0.3	·	-16	-6	0.4	-0.79
